LYP inhibition: inhibitors of LYP phosphatase, biochemical, fluorescence intensity, uHTS (AID 1779) | inhibition, % at 11.5 µM; hits with a dose series show IC50 in µM | 0.054% of 290,000 active | recombinant LYP phosphatase, fluorescence intensity; higher % means a stronger effect; in the data active means inhibition above about 50%;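 further: plate controls were vehicle with enzyme for no effect and no enzyme for full effect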
GPR35 antagonists: GPR35 antagonists blocking zaprinast-driven arrestin recruitment, primary screen, imaging, U2OS, beta-arrestin-GFP, zaprinast agonist (AID 2058); 0.052% of 290,000 active; U2OS GPR35 beta-arrestin-GFP translocation imaging, zaprinast antagonism; higher % means a stronger effect; one-dose inhibition, % at 10 µM; IC50 in µM for titrated hits;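 active means inhibition of at least 50% with at least 30 cells and total cytoplasm GFP at most 10,000,000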
Lipid droplet: modulators of hepatic lipid droplet formation | AML12 mouse hepatocytes, oleate lipid droplets, BODIPY imaging | inhibition, % at 6.5 µM | 0.4% of 240,000 active;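 active means lipid droplet intensity inhibited by at least 50%, with more than 500 cells counted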
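material = mouse AML12 hepatocyte cell line, fixed after treatment | also added = 100 µM oleic acid challenge | doses = compound at 6.5 µM only | schedule = overnight exposure | technique = Image-based BODIPY and DAPI two-channel analysis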
T cell HTS: T cell immune modulators affecting CD8 T cell-vesicle binding; 2C CD8+ T cell-vesicle binding, flow cytometry; stronger effect = lower value; calls only at 7 µM; 0.068% of 330,000 active; AID 2052;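 active means response, share of CD8 T cells binding vesicles, and their 90th percentile fluorescence all below set limits, cut at about 80% in these data, passing the limit was not always enough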
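Incubation: binding step 1.5 h, 37 °C, antibody labelling 20 min, ice; system: murine 2C transgenic CD8+ T lymphocytes; technique: cytometric PE anti-B7-1 and Alexa647 anti-CD8 signals after 1% paraformaldehyde fixation; also added: QL9-charged Drosophila Ld/ICAM-1/B7-1 vesicles; control set: naked versus QL9-loaded vesicles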
GPR55 antagonists: GPR55 antagonists blocking LPI-driven arrestin recruitment, primary screen, imaging, U2OS, beta-arrestin-GFP, LPI agonist (AID 2013) | U2OS GPR55 beta-arrestin-GFP translocation imaging, LPI antagonism; higher % means a stronger effect | inhibition, % at 10 µM, or IC50 in µM where a hit was titrated | 0.13% of 290,000 active;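 active means spots per cell inhibited over 60%, with over 100 cells counted and total cytoplasm intensity under 500,000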;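 further: U2OS cells stably carrying GPR55 and arrestin-GFP stimulated by 5 µM LPI near EC80; imaged beta-arrestin-GFP aggregate spots per cell after agonist stimulation; plate controls were LPI-stimulated DMSO wells for no effect and DMSO wells without LPI for full effect; some results filed as inactive read as strong as hits; confirmed hits need IC50 under 10 µM and bright autofluorescent wells are also inconclusive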
NTR1 ag: NTR1-driven beta-arrestin-GFP spot formation – imaging, U2OS cells, high content, primary screen (AID 493036) | 0.17% of 330,000 active | agonist mode | activation, % at 20 µM | P30989;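 active means activation at or above 40% of the spot to cytoplasm intensity ratio, with at least 20 cells analyzed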;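 further: 0% = DMSO without peptide and 100% = 100 nM NTR1 peptide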
Target sequence (P30989 whole entry, looked up): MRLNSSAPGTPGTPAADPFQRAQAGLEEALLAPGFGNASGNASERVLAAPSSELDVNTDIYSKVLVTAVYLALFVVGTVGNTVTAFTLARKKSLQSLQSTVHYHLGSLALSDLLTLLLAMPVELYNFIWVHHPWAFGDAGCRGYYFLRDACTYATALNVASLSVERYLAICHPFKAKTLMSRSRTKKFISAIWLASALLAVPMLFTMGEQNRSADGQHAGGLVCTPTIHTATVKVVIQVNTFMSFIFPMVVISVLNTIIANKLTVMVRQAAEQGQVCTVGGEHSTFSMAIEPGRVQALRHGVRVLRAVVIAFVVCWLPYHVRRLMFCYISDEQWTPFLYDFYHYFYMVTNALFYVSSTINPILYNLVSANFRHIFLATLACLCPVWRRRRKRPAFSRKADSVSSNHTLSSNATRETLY
GPR55 activation: GPR55 agonists via beta-arrestin recruitment, primary screen, imaging, U2OS cells, beta-arrestin-GFP redistribution (AID 1961) | activation, % at 10 µM, or EC50 in µM where a hit was titrated | U2OS GPR55 beta-arrestin-GFP redistribution imaging; higher % means a stronger effect | 0.048% of 290,000 active;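 active means activation above 40% with more than 50 cells counted in the well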;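 further: U2OS osteosarcoma cells stably expressing GPR55 and beta-arrestin-GFP; plate controls were DMSO negative control for no effect and LPI positive control for full effect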
Large T inhibition: TAg ATPase/helicase activity blockers – biochemical (AID 1903); SV40 large T antigen ATPase/helicase inhibition assay; higher % means a stronger effect; inhibition, % at 20 µM; hits with a dose series show IC50 in µM; 0.39% of 310,000 active; in the data active means a potency from the dose series; further: strong numbers were not always called active
MgcRacGAP inhibition: MgcRacGAP GTPase-activating activity inhibitors, confirmation, biochemical, ADP Hunter fluorescence. inhibition, % at 30 µM; hits with a dose series show IC50 in µM. MgcRacGAP-stimulated Rac1 GTP hydrolysis, ADP Hunter fluorescence; higher % means a stronger effect; GST-tagged Rac1 F28L mutant substrate. 0.6% of 340,000 active;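 active means first-screen hits whose inhibition reached a set limit at any dose in the follow-up dose series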;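 further: fluorescence reports GDP produced by GAP-driven GTP hydrolysis; strong numbers were not always called active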
Lipid droplet cells 6.5 µM: further read-out of Lipid droplet, marked with its call; cell count; measured here: cell count, cytotoxicity flag;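 cells counted across two imaged fields per well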
T cell HTS vesicle-bound %: also measured in T cell HTS; calls as there; double positive events, %; measured here: CD8+ vesicle-bound cell fraction;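 binding gate set so that unloaded-vesicle control wells show 10% double positive cells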
NTR1 ag cell count 20 µM: also measured in NTR1 ag; calls as there; cell count; measured here: cell count, cytotoxicity flag
* = called active by the depositor; i = inactive; . = not tested or not shown; & = joins results of further samples.

No.	Molecule	Large T inhibition	GPR55 antagonists	MgcRacGAP inhibition	T cell HTS vesicle-bound %	GPR35 antagonists	NTR1 ag	T cell HTS	GPR55 activation	LYP inhibition	Lipid droplet cells 6.5 µM	NTR1 ag cell count 20 µM	Lipid droplet
1	COc1ccc(/C(O)=C2/C(=O)C(=O)N(c3ncccn3)C2c2ccc(F)cc2)cc1 (stereo not given)	12.8%	10.0%	5.4%	27.5	8.1%	-1.0	i	-0.3%	-4.3%	729	48	-5.7
2	CCOc1ccc(/C=N/Nc2cc(C)nc(N3CCOCC3)n2)cc1	2.7%	14.5%	-13.0%	21.5	-1.2%	0.2	i	-0.3%	-1.8%	700	47	14.8
3	C(=N\Nc1nn[nH]n1)/c1ccccc1	8.6%	-0.2%	14.1%	13.0	-14.3%	-0.3	i	-0.1%	-6.0%	714	65	-2.8
4	CCOC(=O)N1CCC(n2c(=S)[nH]c3ccccc3c2=O)CC1	3.3%	0.6%	-0.3%	22.3	0.8%	0.0	i	0.0%	-7.2%	837	62	-1.7
5	Cc1ccc(Cn2c(C(=O)NCCCN3CCOCC3)cc3sccc32)cc1	22.4%	24.1%	20.9%	14.3	-3.7%	-2.0	i	0.0%	-4.8%	651	61	3.3
6	Cc1cccc(-n2c(O)c(C=Nc3cccc(O)c3)c3ccccc3c2=O)n1	13.4%	8.6%	13.9%	42.9	-13.2%	6.7	i	-0.1%	-3.1%	737	75	-10.5
7	Cc1cc(C)cc(OCC(=O)Nc2nc(-c3cccnc3)cs2)c1	3.1%	1.7%	8.8%	62.1	-6.2%	2.4	i	0.3%	-8.4%	826	74	1.8
8	O=C(NCc1cccs1)c1ccc(Br)o1	21.1%	13.7%	5.9%	43.2	3.4%	-0.4	i	0.2%	1.2%	757	49	10.8
9	COc1ccccc1C1c2[nH]c3ccccc3c2C[C@H]2C(=O)N(C3CCN(Cc4ccccc4)CC3)CC(=O)N12 (stereo not given in full)	7.5%	11.5%	11.5%	17.6	6.7%	0.8	i	1.4%	-3.8%	714	43	24.4
10	COc1ccc(NC(=O)CN(C)C(=O)CC2CCCCC2)cc1	6.4%	.	-6.4%	27.3	.	-0.9	i	.	.	.	66	.
11	Cc1cc(C)n(S(=O)(=O)c2cccc(Cl)c2Cl)n1	.	6.5%	3.8%	29.2	0.2%	0.0	i	-0.3%	-0.5%	.	53	.
12	COc1cccc(/C=N/NC(=O)CCn2nnc3ccccc32)c1	9.4%	0.6%	2.0%	47.3	-10.9%	-0.2	i	0.2%	-6.5%	645	71	-1.9
13	Cc1ccc(S(=O)(=O)NCCC2(C(C)C)CCOC(C)(C)C2)cc1 (stereo not given)	17.1%	-5.2%	-0.1%	36.6	-7.6%	2.1	i	-0.1%	-6.5%	709	38	-14.3
14	CC(C)(C)c1cc(C(=O)NCc2cc(F)cc3c2OCOC3)n(Cc2ccccc2)n1	7.5%	34.5%	10.5%	45.5	9.9%	1.7	i	0.1%	0.4%	675	60	-6.1
15	Cc1cc(NC(=O)c2coc(=O)c(Br)c2)ccc1C(C)C	5.1%	4.2%	.	56.7	13.6%	-1.8	i	-0.2%	1.3%	662	44	-3.8

Entries above that have sulfur:
No.	Molecule	Large T inhibition	GPR55 antagonists	MgcRacGAP inhibition	T cell HTS vesicle-bound %	GPR35 antagonists	NTR1 ag	T cell HTS	GPR55 activation	LYP inhibition	Lipid droplet cells 6.5 µM	NTR1 ag cell count 20 µM	Lipid droplet
4	CCOC(=O)N1CCC(n2c(=S)[nH]c3ccccc3c2=O)CC1	3.3%	0.6%	-0.3%	22.3	0.8%	0.0	i	0.0%	-7.2%	837	62	-1.7
5	Cc1ccc(Cn2c(C(=O)NCCCN3CCOCC3)cc3sccc32)cc1	22.4%	24.1%	20.9%	14.3	-3.7%	-2.0	i	0.0%	-4.8%	651	61	3.3
7	Cc1cc(C)cc(OCC(=O)Nc2nc(-c3cccnc3)cs2)c1	3.1%	1.7%	8.8%	62.1	-6.2%	2.4	i	0.3%	-8.4%	826	74	1.8
8	O=C(NCc1cccs1)c1ccc(Br)o1	21.1%	13.7%	5.9%	43.2	3.4%	-0.4	i	0.2%	1.2%	757	49	10.8
11	Cc1cc(C)n(S(=O)(=O)c2cccc(Cl)c2Cl)n1	.	6.5%	3.8%	29.2	0.2%	0.0	i	-0.3%	-0.5%	.	53	.
13	Cc1ccc(S(=O)(=O)NCCC2(C(C)C)CCOC(C)(C)C2)cc1 (stereo not given)	17.1%	-5.2%	-0.1%	36.6	-7.6%	2.1	i	-0.1%	-6.5%	709	38	-14.3

(further entries)
No.	Molecule	Large T inhibition	GPR55 antagonists	MgcRacGAP inhibition	T cell HTS vesicle-bound %	GPR35 antagonists	NTR1 ag	T cell HTS	GPR55 activation	LYP inhibition	Lipid droplet cells 6.5 µM	NTR1 ag cell count 20 µM	Lipid droplet
16	CC(=O)c1nnn(-c2ccccc2C#N)c1C	5.0%	0.9%	11.8%	27.4	9.2%	-0.1	i	0.1%	-5.4%	700	40	-4.4
17	COc1ccc(/C(C)=N/NC2=NCCN2)cc1Cl	6.1%	8.7%	13.3%	43.5	1.8%	1.1	i	0.0%	-7.7%	821	84	-23.6
18	Cc1cc(C)n2nnnc2c1C#N	11.5%	2.4%	9.5%	16.6	5.6%	1.3	i	0.2%	2.4%	688	95	2.3
19	COc1cc(NC(=O)c2ccc(F)cc2)c(OC)cc1NC(=O)CN1CCOCC1	-0.7%	-0.1%	-0.3%	62.5	-2.4%	-0.5	i	-0.2%	-5.0%	613	61	0.2
20	Cc1nn(CCC(=O)NNC(=S)Nc2cccc(Cl)c2)c(C)c1[N+](=O)[O-]	14.1%	12.5%	7.1%	57.2	16.0%	0.1	i	-0.4%	-1.4%	658	49	-32.9
21	O=C(O)c1ccc(Nc2nc3ccc(Cl)cc3[nH]2)cc1	11.2%	5.3%	6.0%	17.5	-5.1%	-0.9	i	0.2%	-11.2%	754	100	2.5
22	Cc1ccc(NC(=S)N2CCN(c3ccccn3)CC2)c(C)c1	-4.3%	2.5%	7.6%	55.8	-13.8%	0.0	i	-0.1%	1.2%	.	99	.
23	O=[N+]([O-])c1ccc(Sc2nccn2Cc2ccccc2)cc1	3.6%	.	6.2%	40.4	-0.7%	0.9	i	0.6%	-9.9%	.	42	.
24	COc1ccc(OC)c(CC(NC(C)=O)C(=O)NC2CCN(S(=O)(=O)c3ccc(NC(C)=O)cc3)CC2)c1 (stereo not given)	-0.4%	12.7%	5.3%	28.2	-8.4%	-0.8	i	-0.2%	-7.2%	783	53	-0.3
25	CC(C)CC(=O)NC(=S)Nc1ccc(NC(=O)c2ccco2)cc1	9.7%	6.8%	9.4%	42.4	0.3%	2.3	i	-0.5%	-5.3%	651	44	3.6
26	CCOC(=O)C1=C(C)NC(C)=C(C(=O)OCC)C1C	9.7%	1.2%&-2.0%	-5.3%	35.2	-1.0%&-8.9%	-0.6	i	0.2%&-0.2%	0.7%&-5.9%	701&730	43	-22.5&1.6
27	CCc1nnc(SCc2cn3c(C)cc(C)nc3n2)n1N	1.2%	-19.7%	12.6%	38.5	12.0%	-1.2	i	-0.1%	-5.7%	663	27	-8.1
28	COC(=O)c1cc(-c2c(-c3cc(OC)c(OC)c(OC)c3)noc2C)cc([N+](=O)[O-])c1	13.1%	10.7%	2.7%	26.4	-11.2%	-2.4	i	-0.3%	-9.2%	.	63	.
29	Cc1nnsc1C(=O)Nc1ccc(S(=O)(=O)N2CCCCC2C)cc1 (stereo not given)	30.4%	-2.9%	10.1%	29.0	0.0%	2.0	i	-0.2%	-1.8%	716	61	16.4
30	Cc1nnc(NC(=O)c2ccc3ccccc3c2)s1	0.1%	-24.1%	3.6%	74.4	-0.3%	-0.8	i	0.0%	-6.2%	669	66	-1.2
31	Cc1nc(N2CCN(S(=O)(=O)c3ccccc3C#N)CC2)c2c(-c3cccs3)csc2n1	18.3%	2.7%	6.4%	51.4	-8.5%	16.0	i	-0.2%	4.8%	689	54	-13.3
32	CC(=O)Nc1ccccc1-c1nc2ccc(C(=O)N3CCN(c4ccccc4)CC3)cc2[nH]c1=O	6.5%	8.2%	-3.7%	51.4	-13.0%	-0.6	i	-0.1%	-3.5%	660	71	11.8
33	COc1ccc(NC(=O)CSc2nnc(NC(=O)c3ccc(S(=O)(=O)N4CCOCC4)cc3)s2)cc1	2.0%	-4.7%	8.6%	58.6	.	-0.4	i	-0.3%	-7.2%	704	46	3.1
34	Cc1nc2ccccc2n1C(C)c1ccccc1 (stereo not given)	5.8%	-8.3%	8.0%	48.2	-4.1%	1.2	i	-0.1%	-9.8%	769	58	-4.8
35	O=C(COC(=O)c1ccc2c(c1)C(=O)N(Cc1ccncc1)C2=O)Nc1ccccc1[N+](=O)[O-]	3.3%	-7.1%	3.6%	3.0	0.2%	1.9	i	-0.3%	-3.7%	618	40	-0.2
36	Cc1cc(C(=O)Cn2nc(C(=O)O)c3ccccc3c2=O)c(C)n1-c1ccc(OC(F)F)cc1	1.2%	0.7%	0.3%	38.1	15.9%	2.3	i	0.0%	9.7%	723	42	-9.0
37	Cc1ccccc1OCC(=O)Nc1ccc(C(N)=O)cc1	1.9%	-6.4%	-5.4%	49.3	3.9%	0.9	i	-0.1%	-4.5%	766	56	4.6
38	CCCC1CCC(C(=O)Nn2cnc3ccccc3c2=O)CC1 (stereo not given)	-4.3%	-2.0%	4.7%	21.2	-2.4%	0.1	i	0.2%	6.8%	674	44	-6.5
39	CC(=O)Nc1cc(-c2ccc(Cl)cc2)[nH]n1	-10.6%	-12.4%	13.8%	16.7	-9.3%	-0.2	i	-0.2%	-5.8%	630	49	-14.7
40	CCCOC(=O)c1ccc(NC(=O)c2nc3nc(C)cc(C)n3n2)cc1	2.6%	8.2%	-6.6%	32.8	10.5%	2.9	i	-0.3%	0.2%	691	61	-14.1
41	Cc1ccc(NC(=O)COc2ccccc2[N+](=O)[O-])nc1	-0.9%	-2.4%	2.5%	34.9	5.0%	-0.7	i	-0.3%	-3.4%	719	23	-2.3
42	COc1ccccc1NC(=O)Cn1c(C)cc(=O)c2cccc(OC)c21	14.1%	7.8%	.	23.0	8.0%	8.2	i	0.0%	-3.9%	645	56	11.5

From PubChem
